CCR6 antag: CCR6 receptor antagonists, primary screen, cell-based, CHO-K1, luminescence, beta-arrestin, uHTS | AID 493098, 2011 | 0.49% of 340,000 active | C-C chemokine receptor type 6 (Homo sapiens), P51684 | inhibition, % at 20 µM | CHO-K1 CCR6 PathHunter beta-arrestin, CCL20-stimulated;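 active means compounds whose inhibition of the agonist-driven luminescence signal at 20 µM reaches about 50%, limit read from the data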;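 further: cells stimulated with CCL20 at 14 nM final; plate controls were DMSO with CCL20 for no effect and DMSO without agonist for full effect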
Target sequence (P51684 whole entry, looked up): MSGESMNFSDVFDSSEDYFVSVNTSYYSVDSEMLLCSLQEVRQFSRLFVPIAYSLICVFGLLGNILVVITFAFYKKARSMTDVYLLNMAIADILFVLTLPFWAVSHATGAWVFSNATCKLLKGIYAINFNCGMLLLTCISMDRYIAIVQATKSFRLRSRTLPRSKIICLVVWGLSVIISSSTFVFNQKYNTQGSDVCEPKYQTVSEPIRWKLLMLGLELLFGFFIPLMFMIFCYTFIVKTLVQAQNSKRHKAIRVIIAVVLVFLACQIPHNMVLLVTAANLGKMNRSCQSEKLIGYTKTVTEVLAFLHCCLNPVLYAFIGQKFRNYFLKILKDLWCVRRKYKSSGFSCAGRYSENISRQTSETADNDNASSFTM
APJ ag: agonists of human apelin receptor APJ, primary screen, CHO-K1 cells, PathHunter beta-arrestin, luminescence. P35414. 0% DMSO wells, 100% apelin. activation, % at 20 µM. 0.11% of 330,000 active;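 active means activation more than six SD over the plate average, tested at 20 µM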;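 further: 0% = DMSO alone and 100% = apelin-13 at 10 nM; some results filed as inactive read as strong as hits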
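Test system: CHO-K1 APJ beta-arrestin complementation cell line | Compound: Single test compound dose, 20 µM final, 1% DMSO | Incubation: Compound 90 min 25 °C, reagent 1 h | Measured by: beta-gal luminescence | Read-out basis: APJ–arrestin association signal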
CXCR6 inh: CXCR6 receptor inhibitors, primary screen, cell-based, beta-arrestin, luminescence, CHO-K1 PathHunter, 1536-well; 0.36% of 360,000 active; inhibition, % at 20 µM; in the data active means inhibition above about 34%, passing the limit was not always enough;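 further: antagonist mode with CXCL16 agonist at 10 nM final; 0% = 10 nM CXCL16 with DMSO and 100% = unstimulated wells without agonist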
CHOP UPR activ: activators of apoptotic CHOP UPR arm, primary screen, cell-based, CHO-CHOP luciferase reporter, luminescence, uHTS | UPR activation; percent of tunicamycin response over DMSO baseline | 0.34% of 330,000 active | activation, % at 10 µM;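 active means at 10 µM dose, activation of 40% or more, normalized to positive control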;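 further: 100% = tunicamycin at 10 µg/mL and 0% = DMSO alone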
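assay system = CHO CHOP reporter cells | amount = 500 CHO-CHOP cells per well | buffer or medium = F12 with 10% FBS | incubation = 16-18 h cell attachment, then 6 h compound exposure, 37 °C | detection = luminescence read with Steady-Glo | read-out = percent activation relative to tunicamycin control | controls = tunicamycin high control, DMSO low control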
EBI2 antag: EBI2 receptor antagonists, beta-arrestin recruitment, primary screen, cell-based, luminescence, 7a,25-OHC stimulation, uHTS; G-protein coupled receptor 183 (Homo sapiens), P32249; 7a,25-OHC stimulated; inhibition, % at 5 µM; 0.81% of 360,000 active; in the data active means inhibition above about 38%;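 further: enzyme fragment complementation signal reports receptor beta-arrestin coupling in cells; 0% = agonist plus DMSO wells and 100% = wells without agonist; some results beyond the cut were filed as inactive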
Target sequence (P32249 whole entry, looked up, the tested form may be a part): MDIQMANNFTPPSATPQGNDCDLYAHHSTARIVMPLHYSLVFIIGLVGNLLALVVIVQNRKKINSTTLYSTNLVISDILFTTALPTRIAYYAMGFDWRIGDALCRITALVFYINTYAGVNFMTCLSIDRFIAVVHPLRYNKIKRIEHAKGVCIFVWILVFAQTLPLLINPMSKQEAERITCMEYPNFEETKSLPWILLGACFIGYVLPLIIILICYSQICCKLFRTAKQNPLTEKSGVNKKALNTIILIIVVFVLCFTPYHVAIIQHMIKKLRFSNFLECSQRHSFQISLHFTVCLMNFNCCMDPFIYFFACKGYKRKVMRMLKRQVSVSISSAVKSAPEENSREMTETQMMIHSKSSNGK
Mdm2-MdmX inh: inhibitors of human Mdm2-MdmX association, primary screen, cell-based, luminescence, split luciferase, SaOS-2, uHTS; Protein Mdm4 (Homo sapiens) + E3 ubiquitin-protein ligase Mdm2 (Homo sapiens), …; SaOS-2 split-luciferase Mdm2/MdmX complementation; inhibition, % at 8 µM; 3% of 330,000 active;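 active means inhibition of at least 50% at 8 µM in the primary screen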
APJ antag: antagonists of human apelin receptor APJ, primary screen, CHO-K1 cells, beta-arrestin complementation, luminescence; P35414; inhibition, % at 20 µM; 0.32% of 330,000 active;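 active means inhibition above about 40% at 20 µM, limit read from the data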;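 further: cells challenged with 10 nM apelin-13 agonist together with compound; plate controls were apelin-13 plus DMSO wells for no effect and DMSO wells lacking apelin-13 for full effect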
UPR XBP1 act: activators of adaptive XBP1 UPR arm, primary screen, cell-based, CHO-XBP1 luciferase reporter, luminescence, uHTS; IRE1-XBP1 UPR activation; percent of tunicamycin response, DMSO as zero; activation, % at 20 µM; 0.33% of 330,000 active; AID 463104, 2010;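 active means versus positive control, 20 µM dose yields 30% or more activation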;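 further: 100% = tunicamycin at 10 µg/mL and 0% = DMSO only wells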
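Material – CHO cell line with stable XBP1 luciferase reporter · Buffer or medium – F12 plus 10% FBS · Compound – single point, 20 µM final compound, 1% DMSO · Schedule – 16-18 h cell attachment at 37 °C, then 6 h compound exposure · Signal – Steady-Glo luminescence read · Benchmarks – high control tunicamycin 10 µg/mL final, low control DMSO vehicle only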
tim23-1 inh: growth inhibitors of tim23-1 mutant yeast, primary screen, luminescence, uHTS | S. cerevisiae tim23-1 growth, BacTiter-Glo luminescence, 24 h | inhibition, % at 20 µM | 1.3% of 330,000 active;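 active means growth inhibition of the mutant yeast at or above 50%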;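 further: temperature-sensitive mutant grown at 25 °C; plate controls were DMSO-treated mutant yeast for no effect and medium wells lacking yeast for full effect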
An asterisk follows results filed as active. This is a subset. The share of hits here may be higher or lower than overall.

SMILES	CCR6 antag	APJ ag	CXCR6 inh	CHOP UPR activ	EBI2 antag	Mdm2-MdmX inh	APJ antag	UPR XBP1 act	tim23-1 inh
Cc1cc(C(=O)Nc2ccccc2Cl)n(-c2ccccc2)n1	11.6	-1.9	9.7	1.4	-6.1	-23.8	14.7	-2.0	9.0
CCOC(=O)C1=C(C)NC(C)=C(C(=O)OCC)C1C(=O)OCC(=O)N1CCCCC1C (stereo unspecified)	11.2	-4.1	-4.0	-0.6	-7.7	16.7	5.1	1.6	10.7
Cc1cc(C)c(S(=O)(=O)NCc2cn3c(C)csc3n2)cc1C	-8.6	-0.2	5.2	1.6	-5.9	-15.3	10.5	0.4	13.8
O=C(CSc1cnc2ccccc2n1)NC1CCCC1	-1.4	0.7	0.1	-0.9	2.4	12.4	5.6	-2.0	8.7
CCOCCCN(C(=O)c1snc(C(N)=O)c1N)C(C(=O)NC1CCCC1)c1ccc(O)c(OC)c1 (stereo unspecified)	8.4	-2.9	5.9	-0.1	-2.0	10.8	8.4	-0.5	4.3
COc1cccc(C(=O)Nc2ccc(NC(=O)C3CCCCC3C(=O)O)cc2)c1 (stereo unspecified)	5.0	2.4	-8.4	3.0	-18.0	27.6	3.7	-1.0	-6.0
O=C(c1cnn2ccccc12)N(Cc1ccco1)C1CCCC1	-1.4	-2.1	1.8	1.4	-6.1	-20.2	-0.7	-5.0	24.0
O=S(=O)(c1ccc(Br)c2ccccc12)N1CCCC1	17.1	-3.0	-7.2	-1.1	15.7	-0.3	16.5	-1.0	32.0
N#Cc1cccc(-c2cn(S(=O)(=O)c3ccc(Cl)cc3)nc2N)c1	4.6	1.5	-4.3	-0.5	23.3	16.2	-20.5	-2.2	0.6
Cc1ccc(-n2ncc3c(=O)n(CC#N)cnc32)cc1	-9.4	-0.9	-0.1	1.1	0.5	1.4	10.6	-2.0	12.4
COc1ccc(C(O)Cc2nccn2C)cc1 (stereo unspecified)	3.2	-1.6	0.2	0.5	-1.3	1.6	-3.4	-0.3	11.6
COc1cccc(CNC(=O)C(NS(=O)(=O)c2ccc3c(c2)CCN3C(C)=O)C(C)C)c1 (stereo unspecified)	20.4	-3.2	11.6	2.6	-4.0	11.3	22.8	-1.6	3.9

Three compounds picked at random from those above:
SMILES	CCR6 antag	APJ ag	CXCR6 inh	CHOP UPR activ	EBI2 antag	Mdm2-MdmX inh	APJ antag	UPR XBP1 act	tim23-1 inh
Cc1cc(C)c(S(=O)(=O)NCc2cn3c(C)csc3n2)cc1C	-8.6	-0.2	5.2	1.6	-5.9	-15.3	10.5	0.4	13.8
COc1cccc(CNC(=O)C(NS(=O)(=O)c2ccc3c(c2)CCN3C(C)=O)C(C)C)c1 (stereo unspecified)	20.4	-3.2	11.6	2.6	-4.0	11.3	22.8	-1.6	3.9
COc1cccc(C(=O)Nc2ccc(NC(=O)C3CCCCC3C(=O)O)cc2)c1 (stereo unspecified)	5.0	2.4	-8.4	3.0	-18.0	27.6	3.7	-1.0	-6.0

A few values from the entries so far.
O=C(c1cnn2ccccc12)N(Cc1ccco1)C1CCCC1 – UPR XBP1 act: -5.0
COc1ccc(C(O)Cc2nccn2C)cc1 (stereo unspecified) – APJ ag: -1.6
COc1cccc(CNC(=O)C(NS(=O)(=O)c2ccc3c(c2)CCN3C(C)=O)C(C)C)c1 (stereo unspecified) – tim23-1 inh: 3.9
O=C(CSc1cnc2ccccc2n1)NC1CCCC1 – tim23-1 inh: 8.7
Cc1cc(C(=O)Nc2ccccc2Cl)n(-c2ccccc2)n1 – APJ antag: 14.7

Next section
SMILES	CCR6 antag	APJ ag	CXCR6 inh	CHOP UPR activ	EBI2 antag	Mdm2-MdmX inh	APJ antag	UPR XBP1 act	tim23-1 inh
Cc1ccc(C)c(N2CCN(C(=O)c3ccc(Cn4c(=S)[nH]c5ccc(N6CCOCC6)cc5c4=O)cc3)CC2)c1	2.3	-1.3	7.4	2.4	19.1	10.5	-10.8	0.1	13.5
COc1ccccc1C(=O)N/C(=C/c1ccc2c(c1)OCO2)C(=O)Nc1cccc(C(=O)O)c1	17.2	1.5	0.8	-1.2	-11.2	1.6	2.6	-1.1	9.4
CCn1cc(S(=O)(=O)c2ccccc2)c(=O)c2cc(F)c(N3CCN(C)CC3)cc21	4.2	8.6	-16.0	-1.3	-7.0	4.4	-3.2	-5.1	12.4
O=C(CSCc1ccc([N+](=O)[O-])cc1)Nc1ccc(S(=O)(=O)N2CCCCCC2)cc1	8.9	0.1	-6.4	0.8	5.5	-9.7	1.4	-0.6	46.2
CCOc1ccc(S(=O)(=O)N2CCCCC2)cc1NC(=O)CN1C(=O)NC(C)(c2ccccc2)C1=O (stereo unspecified)	-8.4	0.6	3.1	2.2	8.1	32.9	6.8	-1.1	-7.2
Cn1c(=O)c2cn(-c3ccc4c(c3)OCCO4)cc2n(C)c1=O	12.5	-4.0	0.3	5.8	-7.4	6.6	13.6	1.3	6.6
Cc1ccc(NC2CC(=O)N(Cc3ccccc3)C2=O)cc1 (stereo unspecified)	2.3	-1.9	-2.6	-1.3	38.4	0.3	-3.8	-0.3	12.7
COc1ccccc1C1CC(c2c(-c3ccccc3)c3cc(Cl)ccc3[nH]c2=O)=NN1S(C)(=O)=O (stereo unspecified)	4.5	-0.9	3.9	-0.8	2.2	37.4	16.3	4.3	19.0
CC/C(C)=N\Nc1nc(-c2cc3cc(OC)ccc3oc2=O)cs1	-1.0	0.3	-5.3	4.6	-1.5	-55.4	8.6	2.3	2.2
O=C(N/N=C/c1c[nH]c2ccccc12)c1cc(-c2ccccc2)n[nH]1	5.0	8.0	0.6	-0.8	9.5	27.5	-2.7	3.1	0.3
O=C(COC(=O)c1ccc(S(=O)(=O)NCc2ccco2)cc1)NCc1ccc(F)cc1	-5.1	-2.0	-4.0	2.0	0.3	-2.1	-5.4	0.2	14.1
N#Cc1c(-c2ccccc2)nc(SCc2nc(N)nc(N3CCCCC3)n2)[nH]c1=O	-26.0	3.9	4.4	-3.1	1.4	-4.0	-1.8	-3.3	11.6

A portion taken from the entries so far:
SMILES	CCR6 antag	APJ ag	CXCR6 inh	CHOP UPR activ	EBI2 antag	Mdm2-MdmX inh	APJ antag	UPR XBP1 act	tim23-1 inh
O=C(COC(=O)c1ccc(S(=O)(=O)NCc2ccco2)cc1)NCc1ccc(F)cc1	-5.1	-2.0	-4.0	2.0	0.3	-2.1	-5.4	0.2	14.1
N#Cc1c(-c2ccccc2)nc(SCc2nc(N)nc(N3CCCCC3)n2)[nH]c1=O	-26.0	3.9	4.4	-3.1	1.4	-4.0	-1.8	-3.3	11.6

Other records
SMILES	CCR6 antag	APJ ag	CXCR6 inh	CHOP UPR activ	EBI2 antag	Mdm2-MdmX inh	APJ antag	UPR XBP1 act	tim23-1 inh
COc1ccc(CCN=C(N)NS(=O)(=O)c2ccc(OC)cc2)cc1	5.4	4.0	7.3	1.0	-8.2	29.2	-7.6	-1.1	18.4
N#Cc1cc(-c2ccccc2)cnc1Sc1ccccc1	10.7	-0.7	-17.3	1.7	20.4	6.0	-16.3	5.6	23.1
COCCCn1c(SCC(=O)c2ccccc2)nc2ccccc2c1=O	9.1	-3.9	6.3	0.9	7.0	19.0	0.0	0.7	3.1
O=c1c(C=Nc2cccc(C(F)(F)F)c2)c[nH]n1-c1cccc(Cl)n1	-12.7	-3.5	1.8	3.0	-0.1	11.6	4.8	0.1	-10.9
CC(=O)NS(=O)(=O)c1ccc(NC(=O)/C=C/c2cn(-c3ccccc3)nc2-c2ccccc2)cc1	18.9	-1.8	-1.7	1.0	-13.8	13.6	18.5	-1.8	-2.1
COc1cccc(C2CCCCN(C)C2=O)c1 (stereo unspecified)	3.0	0.7	-8.5	0.8	3.7	-15.9	-20.8	-0.6	17.1
Nc1c(Cl)cc(C2=NCCn3nc4cc([N+](=O)[O-])ccc4c32)cc1Cl	-14.1	1.2	-18.3	-1.2	21.0	7.3	-6.8	-1.2	10.0
CCOc1ccc(Nc2nc3c(c(=O)[nH]2)CCC3)cc1	14.9	-5.3	-1.4	0.1	3.3	10.6	6.4	0.6	-18.0
Cc1ccc(S(=O)(=O)CC(=O)N2CCCCCC2)cc1	-20.5	-5.6	-3.7	0.4	9.5	15.5	6.4	-2.3	14.9
c1ccc(Cc2ccc(OCCN3CCOCC3)cc2)cc1	16.0	-1.8	-15.6	3.7	-7.1	-7.7	-1.2	-0.4	-12.1
CC(NC(=O)COC(=O)c1cc2ccccc2cc1O)c1ccccc1 (stereo unspecified)	-4.0	-2.9	-8.5	2.0	-18.1	14.1	2.8	3.4	12.7
CC(C)(C)NC(=O)/C=C/c1cccc(C(F)(F)F)c1	-3.3	3.0	-4.0	4.4	-1.0	-19.7	12.0	2.2	26.1
C=CCOC(=O)CSCC(NC(=O)OC(C)(C)C)C(=O)OCC (stereo unspecified)	2.0	0.3	2.2	-3.1	-10.9	13.2	11.0	-5.5	6.4
O=C(COC(=O)c1cccc([N+](=O)[O-])c1)c1ccc(OCc2ccccc2)cc1	6.6	0.8	-3.4	0.8	32.4	-23.9	-7.7	0.5	5.8
CN(C1(C)CCS(=O)(=O)C1)S(=O)(=O)c1cccc([N+](=O)[O-])c1 (stereo unspecified)	-9.8	3.0	-6.5	0.6	-6.1	3.5	-21.4	-1.1	-5.7
CCc1cc(=S)n2c([nH]c3ccccc32)c1C#N	-0.3	-1.9	1.9	1.9	0.7	10.7	-23.6	-0.8	17.6
Cc1c(C2(c3c(C)n(C)n(-c4ccccc4)c3=O)C(=O)Nc3ccc(F)cc32)c(=O)n(-c2ccccc2)n1C	-5.3	1.1	-1.8	-1.6	6.6	4.5	8.3	-0.6	8.8
O=C(NCCc1ccccc1)C1CCN(C2CCN(C(=O)CC3=CCCCC3)CC2)CC1	13.6	-1.9	-2.0	0.3	-5.6	-2.9	4.4	-0.5	16.4
CCOc1cc(C2C3=C(CCCC3=O)N(CCC(=O)O)C3=C2C(=O)CCC3)ccc1OS(=O)(=O)c1ccc(C)cc1	-3.6	-1.7	-9.8	-0.1	-6.7	-1.9	0.4	1.8	13.6

High-throughput results (PubChem BioAssay)
